RMI FANCM FP: blocks RMI1/RMI2 complex binding to FANCM MM2 peptide. Fluorescence polarization, RMI core complex with F-MM2 peptide; active compounds read low. FP signal (polarization) at 33 µM. 70,000 compounds, 0.58% hits; in the data active = FP signal below about 40; note: inactives centre near 61; strong numbers were not always called active; unit not given here
An asterisk follows results filed as active; & = joins results of further samples. Only part of the results is shown. The share of hits here may be higher or lower than overall.

SMILES	RMI FANCM FP
O=C(Nc1ccc2c(c1)N(C(=O)c1ccco1)CCC2)c1c(F)cccc1Cl	59
O=C(Nc1ccc([N+](=O)[O-])cc1)Nc1csc(Cc2ccsc2)n1	52
O=C(Nc1ccc(N2CCOCC2)c(Cl)c1)c1ccc(F)cc1	53
COc1ccc(C(=O)NCCN2CCN(c3ccccc3OC)CC2)cc1	62
COc1ccc(N2CCN(CCNS(=O)(=O)c3ccc(NC(C)=O)cc3)CC2)cc1	64
COc1ccc(-c2nnc3ccc(OCCNC(=O)C(F)(F)F)nn23)cc1OC	72
Cc1ccc(C(=O)CSc2ncnc3scc(-c4ccc(Cl)cc4)c23)cc1C	77
COc1ccc(NC(=O)c2cc(=O)c(OC)co2)cc1Cl	62
COc1ccc(SCCCC(=O)Nc2cccc(C)c2C)cc1	58
C=CCn1c(SCC(=O)Nc2ccc3c(c2)OCCO3)nc2sc(C)c(C)c2c1=O	74
CCCCC(=O)NCCn1ncc2c(=O)n(Cc3ccc(Cl)cc3)cnc21	66
CCN1CCN(Cc2c(NC(=O)c3ccccc3F)sc(C)c2C)CC1	79
O=S(=O)(c1c(Cl)sc(Cl)c1Br)N1CCSCC1	62
Cc1ccc(S(=O)(=O)C(N=C=S)=C(Cl)Cl)cc1	65
O=C(Nc1ccc2c(c1)CN(C(=O)C1CC1)CC2)c1cc2ccccc2oc1=O	74
CC(=O)N1CCN(C2=NC(=O)/C(=C\c3ccc(C(C)C)cc3)S2)CC1	58
COc1ccc2c(=O)c3c(oc2c1)C(=O)N(c1nnc(C)s1)C3c1cccc(F)c1 (stereo unspecified)	76
CC(=O)Nc1cccc(OC(=O)N(c2ccccc2)c2ccccc2)c1	66
O=C(CCCS(=O)(=O)c1ccccc1)Nc1nnc(-c2ccc(C(F)(F)F)cc2)o1	71
CCCCC(=O)N(CCn1cccn1)c1nc2c(F)cccc2s1	63
O=C(CS(=O)(=O)c1c[nH]c2ccccc12)Nc1ccc2c(c1)OCCO2	56
Cc1cc(C)c(NC(=O)C(=O)NCC2(c3cccs3)CCCC2)c(C)c1	72
CCOC(=O)Nc1nc(CC(=O)Nc2ccc(C(N)=O)cc2)cs1	69
C[C@]12CCC(=O)C=C1CC[C@@H]1[C@@H]2C(=O)C[C@@]2(C)[C@H]1CC[C@]2(O)C(=O)CO	52&50&63
COc1c(CC=C(C)C)c2c(c3oc(=O)c(-c4ccc(OC(C)=O)cc4)c(O)c13)C=CC(C)(C)O2	54

2 records drawn at random from those above, as already listed:
SMILES	RMI FANCM FP
C[C@]12CCC(=O)C=C1CC[C@@H]1[C@@H]2C(=O)C[C@@]2(C)[C@H]1CC[C@]2(O)C(=O)CO	52&50&63
CCCCC(=O)N(CCn1cccn1)c1nc2c(F)cccc2s1	63

(list continues)
SMILES	RMI FANCM FP
CC(=O)[C@@]1(O)CCC2C3CCC4=CC(=O)CC[C@]4(C)C3CC[C@@]21C (stereo partly specified)	57
O=C(NCCCn1nc(-c2ccc(Cl)cc2)ccc1=O)c1ccc2ccccc2n1	64
C#CCn1c(=NC(=O)c2ccn(C)n2)sc2cc(OC)c(OC)cc21	69
O=S(=O)(c1ccc(Cl)c(Cl)c1)N1CCN(c2ccc(-c3ccco3)nn2)CC1	66
CN(C)CCN(C(=O)c1ccc(S(=O)(=O)N2CCCC2)cc1)c1nc2c(Cl)cccc2s1	79
COc1cccc(C(=O)NCC2CCN(C3CCCC3)CC2)c1	74
C/C(=N/OC(=O)c1cc2ccccc2s1)c1cc[nH]c1	51
CCOC(=O)N1CCN(C(c2ccccn2)c2c(-c3ccccc3)n(O)c3ccccc23)CC1 (stereo unspecified)	26*
O=C(NCCc1c[nH]c2ccccc12)c1ccc(Cl)cc1Cl	56
CCNc1nn(CC(=O)N2CCOc3ccc(C)cc32)c(N)c1-c1nc(-c2ccc(Cl)cc2)no1	65
CCOC(=O)c1c(SC)n[nH]c1C	61
CS(=O)(=O)c1ccc(Nc2nc(CC(=O)NCc3c(F)cccc3F)cs2)cc1	62
CCOC(=O)c1c(NC(=O)c2ccn(C)n2)sc2c1CCN(C(C)=O)C2	73
O=C(CCc1c[nH]c2ccccc12)Nn1c(=S)[nH]c2ccccc2c1=O	63
Cc1ccc(N2CCN(C(=O)c3cccc([N+](=O)[O-])c3)CC2)c(C)c1	62
COc1ccc2nc(-c3cccc(NC(=O)Nc4cc(OC)c(OC)c(OC)c4)c3)cn2n1	68
Cc1ccc2sc(N(CCN(C)C)C(=O)c3ccc(S(=O)(=O)N4CC(C)OC(C)C4)cc3)nc2c1C (stereo unspecified)	72
Cc1nc(CSc2nc3ccc([N+](=O)[O-])cc3[nH]2)cs1	62
C=CCN1C(=O)C(C)(C)COc2cc(NC(=O)c3cccs3)ccc21	68
CCOC(=O)c1sc(NC(=O)c2ccn(C)n2)cc1C	69
Nc1ncnc(Nc2ccc(SC(F)F)cc2)c1[N+](=O)[O-]	61
COc1ccc(S(=O)(=O)N2CCC(C(=O)N3CCNC(=O)C3(C)C)CC2)cc1	54
COc1ccc(C(O)P(=O)(OC2CC(C)CCC2C(C)C)OC2CC(C)CCC2C(C)C)cc1 (stereo unspecified)	65
O=C(CS(=O)(=O)c1cccs1)Nc1cccc(C(F)(F)F)c1	70
O=C(O)c1[nH][nH]c(=O)c1CCO	62
SMILES	RMI FANCM FP
COC(=O)c1ccc(CSc2ccc(NC(=O)c3ccco3)nn2)o1	66
O=c1c2nc(N3CCOCC3)sc2c(-c2cccs2)nn1Cc1cccc2ccccc12	67
CCCN1C(=O)C(C)(C)COc2cc(NC(=O)COc3ccccc3C)ccc21	57
NC(=O)c1c(NC(=O)c2ccc(-c3ccccc3)cc2)sc2c1CCCC2	59
NCC(c1ccsc1)N1CCCC1 (stereo unspecified)	82
O=C(Nc1ccccc1)C(Cc1ccccc1)NC(=O)C12CC3CC(CC(C3)C1)C2 (stereo unspecified)	74
CCOC(=O)Cn1nnc(CSc2ccc(Cl)cc2)n1	54
COc1ccc2nc(-c3cccc(NC(=O)COc4ccc(C(C)=O)cc4OC)c3)cn2n1	72
Cc1cc(-c2nn(C)c(=O)c3ccccc23)cc(C)c1OCC(=O)NNS(=O)(=O)c1ccc(F)cc1	54
O=C(CSc1ncnc2ccccc12)N1CCCCCC1	65
Cc1noc(C)c1NC(=O)NC1CCCCNC1=O (stereo unspecified)	58
CCC(=O)Nc1nc2c(C)ccc(Cl)c2s1	62
O=C(NCCc1csc(-c2ccc(Cl)cc2)n1)C1CCCC1	58
Cc1[nH]c(=O)[nH]c(=O)c1CCc1nnc(SCC(=O)NCc2ccc3c(c2)OCO3)o1	63
O=C(c1cccs1)N1CCc2ccc(NS(=O)(=O)C3CCCCC3)cc21	77
c1cc2c3c(cccc3c1)-c1nc3ccccc3nc1-2	58
Cc1nn(C2CCS(=O)(=O)C2)c2nc(-c3ccccc3)cc(C(=O)NCc3c(F)cccc3F)c12 (stereo unspecified)	82
CC(C)C(NC(=O)C12CC3CC(CC(C3)C1)C2)C(=O)NN (stereo unspecified)	71
CC(=O)Nc1ccc2nc(NC(=O)c3ccnn3C)sc2c1	71
NC(=O)c1ccc(NC(=O)CCCSc2ccc(NC(=O)c3cccs3)nn2)cc1	86
O=C(CC1CCCCN1S(=O)(=O)c1ccccc1)Nc1ccccc1 (stereo unspecified)	70
CCOC(=O)CSc1nc(Nc2ccccc2)c2cnc(N3CCOCC3)nc2n1	51
Cc1cc(S(=O)(=O)NCC2CCN(C(=O)OC(C)(C)C)CC2)c(C)o1	55
CCc1cccc(C)c1NC(=O)Nc1c(Br)cnn1C	50
Cc1cc(NC(=O)c2ccccc2)on1	69
SMILES	RMI FANCM FP
Brc1ccc(-c2ccc(-c3nnc(-c4ccco4)o3)o2)cc1	73
CC1CCc2c(sc(NC(=O)/C=C/c3cccs3)c2C#N)C1 (stereo unspecified)	111
COc1ccc(OC)c2sc(N(Cc3ccccn3)C(=O)c3cc([N+](=O)[O-])ccc3Cl)nc12	51
O=C(c1cccs1)N1CCN(C(c2ccccc2)c2ccccc2)CC1	61
CCN(CC)c1ccc(/C=N/NC(=O)c2cc(C(C)(C)C)[nH]n2)cc1	70
c1csc(C2CC(C3SCCS3)CS2)c1 (stereo unspecified)	53
CN(C)CCN(C(=O)c1cc2cc([N+](=O)[O-])ccc2s1)c1nc2ccccc2s1	61
O=C(COc1coc(C(=O)N2CCCC2)cc1=O)Nc1ccccc1	59
COc1ccc(C(=O)CSc2nc(-c3ccccn3)nc(C)c2Cl)cc1	63
N#C/C(=C/c1ccc(Cl)cc1)C(=O)Nc1ccc([N+](=O)[O-])cc1Cl	58
COCCN1CCCc2ccc(NC(=O)c3ccccc3Br)cc21	62
COc1cc(OC)cc(C(=O)N=c2sc3cc4c(cc3n2C)OCCO4)c1	86
O=C(NCC(c1ccco1)N1CCc2ccccc2C1)c1ccccc1Br (stereo unspecified)	61
c1csc(-c2ccn[nH]2)c1	55&61
COc1cc(NC(=O)c2cc([N+](=O)[O-])ccc2Cl)ccc1N1CCCC1=O	56
O=c1nc(N2CCOCC2)ccn1C(N=C(c1ccccc1)N1CCOCC1)=C(Cl)Cl	62
CCN1C(=O)C(C)(C)COc2ccc(NS(=O)(=O)C3CCCCC3)cc21	55
Cc1ccc(Oc2ccc(OCC(=O)Oc3ccc(C#N)cc3)cc2)cc1	58
CCOc1ccccc1NC(=O)c1cc(S(=O)(=O)N2CCN(c3ccccn3)CC2)ccc1F	57
CN(C)c1ccc(/C=C(\C#N)S(=O)(=O)c2cccs2)cc1	87
COc1ccc(S(=O)(=O)NCC2CCN(Cc3ccccc3)CC2)cc1Cl	77
OC(COc1ccc(N=Cc2ccc(Cl)cc2)cc1)CN1CCCCC1 (stereo unspecified)	58
O=c1ccc(-c2ccncc2)nn1CCNS(=O)(=O)c1ccc2c(c1)CCCC2	66
CCN(CC)S(=O)(=O)c1ccc(C(=O)N=c2sc3cc4c(cc3n2C)OCCO4)cc1	85
COc1ccc(CC(=O)Nc2cc(C)nn2-c2nc3ccccc3s2)cc1	87
SMILES	RMI FANCM FP
Cc1cc(S(=O)(=O)NC2CCN(Cc3ccccc3)CC2)c(C)cc1Cl	60
CSc1ncc(-c2ccc(Cl)cc2)n1C	57
Cc1nc(N2CCN(C(=O)c3ccccc3)CC2)c2oc3ccccc3c2n1	67
COc1ccc(/C=C2\NC(=O)N(CC(=O)Nc3ccc(Cl)cc3)C2=O)cc1	90
O=C(NCc1ccccc1)Nc1cccc(-c2ccc(N3CCCC3)nn2)c1	71
O=C(NCCCn1nc(-c2ccccc2)ccc1=O)C1c2ccccc2Oc2ccccc21	131
O=C(OCCn1ncc2ccccc2c1=O)c1ccc(OC(F)(F)F)cc1	51
Cc1onc(-c2c(Cl)cccc2Cl)c1NC(=O)N=S(C)(=O)c1ccc(Cl)cc1 (stereo unspecified)	59
O=C(NCc1cccs1)C1CCN(c2ccc(-c3ccc(Cl)cc3)nn2)CC1	65
CCCCCCCCCCCCS(=O)(=O)CCS(=O)(=O)OCC(F)(F)F	77
O=[N+]([O-])c1c(NCCO)cc(Nc2ccc3c(c2)OCCO3)c2nonc12	57
COC(=O)c1ccc(CSc2ncnc3c2cnn3-c2ccc(Cl)cc2)o1	62
O=C(O)c1ccc(C(=O)Nc2ccc(Cl)cc2)c(C(=O)O)c1	60
O=S(=O)(Nc1ccc(-c2nc3cccnc3s2)cc1)c1cc(F)ccc1F	59
CN[C@H]1CC[C@@H](c2ccc(Cl)c(Cl)c2)c2ccccc21	67&91&83
Cc1cc(NC(=O)Cc2ccc(S(C)(=O)=O)cc2)no1	56
CCCn1c[n+](CC(=O)C(C)(C)C)c2ccccc21	68
COc1ccccc1CCNC(=O)C1(c2cccs2)CCCC1	68
O=C(NCc1ccc(F)cc1)C(=O)NCC1CCN(Cc2cccs2)CC1	85
OCCCc1nc2n(n1)C(c1ccc(Cl)cc1Cl)C=C(c1ccc(Br)cc1)N2 (stereo unspecified)	47
N#C/C(C(=O)N1CCOCC1)=C1/N=C(NC(=O)c2cccs2)c2ccccc21	81
Cc1ccc2nc(SCC(=O)NC3Cc4ccccc4C3)[nH]c2c1	48
NC(=O)NO	57&64
O=C(Cn1cnc(-c2ccccc2)cc1=O)N1CCN(c2cccc(Cl)c2)CC1	71
COc1ccc(C)cc1NC(=O)NCCn1ncccc1=O	62

Twelve compounds out of the list, sorted by number of heavy atoms, smallest number first:
SMILES	RMI FANCM FP
NC(=O)NO	57&64
CSc1ncc(-c2ccc(Cl)cc2)n1C	57
CCCn1c[n+](CC(=O)C(C)(C)C)c2ccccc21	68
CN[C@H]1CC[C@@H](c2ccc(Cl)c(Cl)c2)c2ccccc21	67&91&83
COc1ccc(C)cc1NC(=O)NCCn1ncccc1=O	62
COc1ccccc1CCNC(=O)C1(c2cccs2)CCCC1	68
Cc1ccc2nc(SCC(=O)NC3Cc4ccccc4C3)[nH]c2c1	48
CCCCCCCCCCCCS(=O)(=O)CCS(=O)(=O)OCC(F)(F)F	77
COc1ccc(/C=C2\NC(=O)N(CC(=O)Nc3ccc(Cl)cc3)C2=O)cc1	90
OCCCc1nc2n(n1)C(c1ccc(Cl)cc1Cl)C=C(c1ccc(Br)cc1)N2 (stereo unspecified)	47
O=C(Cn1cnc(-c2ccccc2)cc1=O)N1CCN(c2cccc(Cl)c2)CC1	71
O=C(NCCCn1nc(-c2ccccc2)ccc1=O)C1c2ccccc2Oc2ccccc21	131

Next entries
SMILES	RMI FANCM FP
O=C(Nc1cccnc1)c1ccc(=O)n(Cc2ccc(F)cc2)n1	65
Cc1cc(C)c(S(=O)(=O)NCC2CCCO2)cc1C (stereo unspecified)	66
O=C(O)CCC(=O)N(Cc1ccccc1)Cc1cn(-c2ccccc2)nc1-c1cccs1	59
O=C(NCc1ccc2[nH]c3c(c2c1)CCCC3)Nc1cccc(Cl)c1	59
COc1ccc(S(=O)(=O)N2CCN(CCNC(=O)c3ccccc3Br)CC2)cc1	58
CC(C)(C)c1nn2cnnc2n(/N=C\c2ccc(Cl)cc2)c1=O	56
Cc1c(Cl)cccc1NC(=O)C(=O)c1cn(CC(=O)N2CCOCC2)c2ccccc12	54

Look-ups from the list:
O=C(O)CCC(=O)N(Cc1ccccc1)Cc1cn(-c2ccccc2)nc1-c1cccs1 | RMI FANCM FP = 59
O=C(Nc1cccnc1)c1ccc(=O)n(Cc2ccc(F)cc2)n1 | RMI FANCM FP = 65
Cc1cc(C)c(S(=O)(=O)NCC2CCCO2)cc1C (stereo unspecified) | RMI FANCM FP = 66
CC(C)(C)c1nn2cnnc2n(/N=C\c2ccc(Cl)cc2)c1=O | RMI FANCM FP = 56

Source: PubChem
